KDM4E inh: inhibitors of human JMJD2E histone demethylase; B2RXH2; AID 2147; JMJD2E catalytic domain, FDH-coupled NADH fluorescence (FDH is formaldehyde dehydrogenase); Potency, µM (top dose mostly 57.1 µM), inactives show at the top dose activity change, negative = inhibition, hits mostly inhibitors; actives 1.6% (n = 230,000); active means well fitted inhibition curve with a large enough effect, not every such curve was filed as active; inconclusive means small, poorly fitted or top-dose-only effect, or another doubt; inactive means no such curve, though single readings can be large or run the other way;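 further: 0% = wells with enzyme and -100% = buffer wells without enzyme; nearly all actives have a fitted effect of over 50% in size; many of its hits are not listed in these tables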
Target sequence (B2RXH2 1-337 limits assumed): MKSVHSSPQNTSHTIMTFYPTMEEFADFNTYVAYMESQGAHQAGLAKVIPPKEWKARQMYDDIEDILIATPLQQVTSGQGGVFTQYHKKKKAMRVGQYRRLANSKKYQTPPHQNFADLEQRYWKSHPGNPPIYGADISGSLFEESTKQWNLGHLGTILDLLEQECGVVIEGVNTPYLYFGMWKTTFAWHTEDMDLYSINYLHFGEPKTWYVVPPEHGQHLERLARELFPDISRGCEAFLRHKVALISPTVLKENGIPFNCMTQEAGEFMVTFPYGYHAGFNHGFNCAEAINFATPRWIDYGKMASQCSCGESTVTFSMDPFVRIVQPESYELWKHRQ
Tau fibril ThT: blocks human tau fibril formation measured by thioflavin T; P10636; recombinant tau K18 P301L, heparin-induced fibrillization, ThT fluorescence; Potency, µM (doses to about 57.4 µM), for the others: top-dose activity, negative = inhibition, usual class: inhibitors; actives 2.1% (n = 270,000); AID 1460; further: on the % scale 0 is the no-effect control and ±100 the full control effect; nearly all actives have a fitted effect of over 55% in size
Target sequence (P10636 561-689 P618L limits assumed): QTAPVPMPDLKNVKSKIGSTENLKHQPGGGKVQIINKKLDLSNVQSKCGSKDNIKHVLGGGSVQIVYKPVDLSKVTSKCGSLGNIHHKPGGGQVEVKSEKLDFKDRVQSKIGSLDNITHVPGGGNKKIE
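ThT emission at 510 nm, taken 1 hr after adding 30 uM dye, quantifies aggregates formed when 20 uM heparin acts on human tau K18 P301L for 6 hr at 37 C.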
Tau fluor cs: counter-screen for tau fibril formation inhibitors. tau K18 P301L Alexa594 fluorescence, heparin fibrillization. Potency, µM (doses to about 57.7 µM), without a hit: at the highest dose activity change, negative = decrease. actives 0.93% (n = 280,000); further: on the % scale 0 is the no-effect control and ±100 the full control effect; nearly all actives have a fitted effect of over 55% in size
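Human tau K18 P301L (15 uM unlabeled, 0.24 uM Alexa 594-labeled) in 100 mM sodium acetate pH 7 with 20 uM heparin, 6 hr at 37 C. ThT 30 uM added, 1 hr ambient; Alexa 594 FP and total fluorescence read at 555/632 nm.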
HTT ATP protect: protects HTT-Q103 PC12 cells, measured by ATP; PC12 HTT-Q103 induced, cytoprotection, ATP luminescence, 40 h; Potency, µM (top dose mostly 56.4 µM), inactives show cytoprotection (ATP increase), actives largely listed as activators; actives 0.14% (n = 230,000); AID 1471;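 further: % of control where 0% means no effect; nearly all actives have a fitted effect of over 45% in size; toxic huntingtin expression switched on by the ecdysone agonist tebufenozide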
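Stable PC12 Q103-GFP cells in serum-supplemented, phenol red-free DMEM; induction by tebufenozide at 100 nM final; compound dose series; cell viability quantified luminescently from ATP.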
HttQ103 aggreg: mutant huntingtin aggregation inhibition; PC12 HttQ103-GFP aggregates, Acumen cytometry, 40 h; Potency, µM (series often up to 46.1 µM), without a hit: at the top dose activity change, negative = inhibition, hits mostly inhibitors; actives 1.1% (n = 220,000); AID 1688; further: on the % scale 0 is the no-effect control and ±100 the full control effect; nearly all actives have a fitted effect of over 60% in size
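PC12/HTTQ103-GFP, ecdysone-inducible; teb 100 nM; cpd qHTS titration; GFP aggregates read on laser cytometer, Ex 488/Em 500-530 nm.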
SMN2 splice enh: enhancers of SMN2 splice variant expression. HEK293 SMN2-luciferase splicing reporter, luminescence, 30-36 h. Potency, µM (top dose mostly 46.1 µM), for the others: at the top dose activity change, positive = activation, hits mostly activators. actives 2.8% (n = 210,000); further: % of control where 0% means no effect; nearly all actives have a fitted effect of over 55% in size
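HEK293 cells carry an SMN2 […]–luciferase reporter in which exon 7 inclusion puts luciferase in frame. Cells were plated 10-12 h before compound addition, then incubated 30-36 h at 37C. ONE-Glo luminescence was read; sodium butyrate at 4.5 mM final served as control.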
Tau fibril FP: inhibitors of human tau fibril formation | K18 P301L tau heparin fibrillization, Alexa594 FP, 6 h | Potency, µM (titrated, usually from 57.7 µM), for the others: at the top dose activity, negative = inhibition, most hits filed as inhibitors | actives 0.39% (n = 280,000) | AID 1468; further: on the % scale 0 is the no-effect control and ±100 the full control effect; nearly all actives have a fitted effect of over 55% in size
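Human tau K18 […] P301L fragment, 15 uM unlabeled plus 0.24 uM Alexa 594-labeled tau (final), with compound and 20 uM heparin in 100 mM sodium acetate pH 7; 6 hr at 37 C, then Alexa 594 FP read.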
ALDH1A1 inh: ALDH1A1 (human) enzyme inhibition; Potency, µM (series often up to 75.3 µM), without a hit: at the top dose activity, negative = inhibition, most hits filed as inhibitors; AID 1030; actives 7.3% (n = 220,000); P00352; Purified ALDH1A1, NADH fluorescence, propionaldehyde substrate; active means well fitted inhibition curve with a large enough effect, not every such curve was filed as active; inconclusive means small, poorly fitted or top-dose-only effect, or another doubt; inactive means no such curve, though single readings can be large or run the other way;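 further: plate controls were no enzyme wells and a reference inhibitor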
Target sequence (P00352 whole entry, looked up): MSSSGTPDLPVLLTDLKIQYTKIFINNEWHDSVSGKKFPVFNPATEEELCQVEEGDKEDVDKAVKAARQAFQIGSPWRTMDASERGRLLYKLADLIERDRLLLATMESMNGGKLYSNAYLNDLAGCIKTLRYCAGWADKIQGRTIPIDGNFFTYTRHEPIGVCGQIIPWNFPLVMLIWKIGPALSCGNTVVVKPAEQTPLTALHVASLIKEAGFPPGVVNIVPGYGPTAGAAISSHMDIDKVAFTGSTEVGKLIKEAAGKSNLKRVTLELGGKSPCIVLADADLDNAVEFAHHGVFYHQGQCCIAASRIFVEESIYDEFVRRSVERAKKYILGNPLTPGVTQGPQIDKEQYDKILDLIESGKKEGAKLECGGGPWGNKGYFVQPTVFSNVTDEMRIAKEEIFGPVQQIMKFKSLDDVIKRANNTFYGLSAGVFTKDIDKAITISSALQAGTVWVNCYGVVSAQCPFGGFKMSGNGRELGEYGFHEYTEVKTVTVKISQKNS
* = called active by the depositor; ? = inconclusive; . = not tested or not shown; & = joins results of further samples; [ ] = remark or other dose. Unless noted, the call rests on the fitted dose curve; in most records, active means well fitted curve in the direction sought with a large enough effect; inconclusive means small, poorly fitted or top-dose-only effect, or another doubt; inactive means no such curve, though single readings can be large; an effect the other way counts as inactive or inconclusive. Potency means the concentration at half of the fitted maximal effect. Only part of the results is shown; count on the stated rates, not on these rows.

Values run as follows: ALDH1A1 inh	Tau fluor cs	Tau fibril ThT	Tau fibril FP	SMN2 splice enh	HttQ103 aggreg	KDM4E inh	HTT ATP protect
O=C(c1cnccn1)N(Cc1ccco1)C1(C(=O)NC2CCCCC2)CCCCC1
    7.2%	-2.6%	2.9%	4.0%	-16.7%	11.0%[9.22 µM]	5.7%	-5.7%
CCCCC/C=C\C/C=C\C/C=C\CCCCCCC(=O)O
    -8.6%	0.3%&0.5%	0.5%&-2.3%	-2.1%&0.5%	3.3%&4.9%	.	3.9%	13.9%&-31.8%
CCOC(=O)C1CCN(c2ncnc3nc[nH]c23)CC1
    12.0%	-1.8%	-4.4%	2.6%	-9.0%	29.4%	-0.7%	8.9%[10 µM]
O=C(CC1CCCC1)Nc1ccc2c(c1)CCC2
    3.7%	-5.9%	-2.3%	4.4%	?	-3.8%	-3.3%	-23.6%
N=c1c2c3c(sc2ncn1N)CCC3
    .	-12.6%	-13.0%	-0.3%	.	-19.4%[9.22 µM]	-12.9%	17.1%[10 µM]
COc1ccc(C2/C(=C(/O)c3ccc(Cl)cc3)C(=O)C(=O)N2CCN2CCOCC2)c(OC)c1 (stereo unspecified)
    -8.8%	-0.5%	-12.5%	-3.3%	-7.2%	24.8%	-12.5%	-11.7%[0.074 µM]
O=C(O)CCCCCN=Cc1c(O)c2ccccc2oc1=O
    0.2%	-5.2%	-3.7%	-6.5%	1.6%	-3.0%	-5.8%	1.3%
COc1ccc(C(=O)NNC(=O)CCn2nnc(-c3ccc(Cl)cc3)n2)cc1OC
    5.6%	2.1%	2.9%	1.6%	-0.3%	3.7%[9.22 µM]	-2.3%	7.8%[10 µM]
COc1ccc(-c2cc(-c3ccccc3O)[nH]n2)cc1OC
    -2.0%	?	?	?	?	9.1%	-3.1%	-15.8%
O=C(NCc1csc(-c2cccs2)n1)C1CC1
    -8.5%	0.7%	-0.3%	0.1%	.	23.5%[9.22 µM]	?	26.6%[10 µM]
Nc1ncnc2c1ncn2C1OC(COP(=O)(O)O)C(O)C1O (stereo unspecified)
    4.9%	-1.7%	-3.3%	8.8%	?	.	-0.2%	?
CC1(C)CC(=O)C/C(=N/NC(=O)COc2ccc(Cl)cc2Cl)C1
    .	-11.6%	-9.6%	-7.1%	.	17.4%[9.22 µM]	-12.4%	4.1%[10 µM]
CCOC(=O)COc1ccsc1C(=O)OC
    6.8%	-4.1%	-7.0%	-0.8%	-0.2%	8.6%	8.9%	-20.2%
Clc1ccc(-c2ncc3ccccn23)c(Cl)c1
    -5.8%	-20.8%	-10.0%	4.8%	.	15.0%[9.22 µM]	-21.6%	15.0%[10 µM]
CC(=O)Nc1ccc(OCc2cccc([N+](=O)[O-])c2)cc1
    -12.7%	-11.2%	-15.1%	0.9%	28.8%	1.0%	-3.1%	-2.3%
O=C(NCCc1csc(-c2cccnc2)n1)c1cccc(Cl)c1
    .	2.0%&-9.3%	5.5%&-8.7%	0.3%&0.2%	.	5.8%[9.22 µM]	-13.1%	-2.2%[10 µM]
CC(C)C(=O)Nc1ccnc(-c2cccnc2)n1
    5.6%	1.0%	-0.9%	3.7%	-1.1%	0.9%	4.7%	-16.9%
Cc1cc(C(=O)NNC(=O)NC(C)C)no1
    .	?	.	-1.3%	.	11.8%[9.22 µM]	3.7%	8.3%[10 µM]
COc1ccc(-c2noc(-c3cc(Cl)ccc3Cl)n2)cc1OC
    7.7%	3.7%	-10.3%	10.5%	-7.2%	7.8%	10.6%	-5.3%
CN(Cc1ccccc1)S(=O)(=O)c1cn(C)cn1
    4.5%	-4.9%	-0.9%	-1.1%	.	11.4%[9.22 µM]	12.8%	-3.3%[10 µM]
COC(C(=O)NC(C(C)C)C(C)C)c1ccccc1 (stereo unspecified)
    0.2%	10.6%	-0.2%	6.9%	7.7%	9.6%	3.7%	-2.3%[10 µM]
Cc1nc(Cl)c2oc3ccccc3c2n1
    -6.5%	-8.6%	-12.7%	4.9%	2.0%	-16.2%	-5.0%	2.9%[10 µM]
CCn1c(C)cc(C=C2C(=O)c3ccccc3C2=O)c1C
    11.2µM*	-25.4%	14.1µM*	7.2%	?	-10.5%[9.22 µM]	?	13.0%[10 µM]
COc1ccc(N2CCN(C(=O)CCCn3c(=O)[nH]c4ccsc4c3=O)CC2)cc1
    -1.9%	-13.7%	?	-3.0%	-3.4%	16.2%	8.9%	-7.0%
Cc1ccc(OCC(=O)Nc2ccc3c(c2)OCCO3)cc1C
    -8.2%	-18.6%	?	12.7%	-16.7%	-6.5%	0.1%	?
O=C(NNS(=O)(=O)c1ccccc1[N+](=O)[O-])c1cccc(Cl)c1
    ?	0.7%	-14.1%	-0.1%	6.8%	2.9%	7.7%	.
CC(=O)O/N=C(\N)Cc1ccc(-c2csnn2)cc1
    15.2%	-8.8%	-8.7%	-0.4%	.	17.0%[9.22 µM]	-6.1%	-5.2%[10 µM]
Cc1nc(C(=O)Nc2ccc(Cl)cc2Cl)nn1-c1cc(OC(C)C)c(Cl)cc1Cl
    -6.2%	2.6%	-1.8%	-1.4%	-13.2%	11.1%	?	-5.3%
O=S(=O)(Nc1ccc(Oc2ncccn2)c(Cl)c1)c1ccc(Cl)cc1
    ?	?	-13.9%	?	-6.8%	-17.6%	9.4%	3.5%
CCOC(=O)N1CCN(C(=O)Nc2ccc3oc(C)nc3c2)CC1
    -4.1%	-0.9%	-5.7%	-6.9%	-3.3%	-2.2%	-5.6%	-5.1%[10 µM]

6 neighbouring compounds out of the list so far, quoted:
Values run as follows: ALDH1A1 inh	Tau fluor cs	Tau fibril ThT	Tau fibril FP	SMN2 splice enh	HttQ103 aggreg	KDM4E inh	HTT ATP protect
O=C(NCCc1csc(-c2cccnc2)n1)c1cccc(Cl)c1
    .	2.0%&-9.3%	5.5%&-8.7%	0.3%&0.2%	.	5.8%[9.22 µM]	-13.1%	-2.2%[10 µM]
CC(C)C(=O)Nc1ccnc(-c2cccnc2)n1
    5.6%	1.0%	-0.9%	3.7%	-1.1%	0.9%	4.7%	-16.9%
Cc1cc(C(=O)NNC(=O)NC(C)C)no1
    .	?	.	-1.3%	.	11.8%[9.22 µM]	3.7%	8.3%[10 µM]
COc1ccc(-c2noc(-c3cc(Cl)ccc3Cl)n2)cc1OC
    7.7%	3.7%	-10.3%	10.5%	-7.2%	7.8%	10.6%	-5.3%
CN(Cc1ccccc1)S(=O)(=O)c1cn(C)cn1
    4.5%	-4.9%	-0.9%	-1.1%	.	11.4%[9.22 µM]	12.8%	-3.3%[10 µM]
COC(C(=O)NC(C(C)C)C(C)C)c1ccccc1 (stereo unspecified)
    0.2%	10.6%	-0.2%	6.9%	7.7%	9.6%	3.7%	-2.3%[10 µM]

Additional structures
Values run as follows: ALDH1A1 inh	Tau fluor cs	Tau fibril ThT	Tau fibril FP	SMN2 splice enh	HttQ103 aggreg	KDM4E inh	HTT ATP protect
COc1cc(C2c3c(-c4ccccc4O)n[nH]c3C(=O)N2Cc2ccco2)cc(OC)c1OC (stereo unspecified)
    .	-19.0%	.	4.7%	.	-24.4%[9.22 µM]	-16.4%	2.0%[10 µM]
Cc1nc(-c2ccc(NC(=O)C3CCCCC3)cc2)cs1
    9.9%	-10.0%	-13.8%	-8.2%	25.1µM*	-15.2%	-7.5%	-27.3%
CCN1CC2([N+](=O)[O-])C=CC(=O)C([N+](=O)[O-])(C1)C2CC(=O)c1ccccc1 (stereo unspecified)
    ?	-21.5%	?	-6.1%	-10.5%	-4.7%	?	4.4%
CCn1nnnc1-c1ccc(OC)c(S(=O)(=O)Nc2ccc(OC)cc2)c1
    0.112µM*	-2.7%	-4.1%	-0.4%	23.0%	?	3.6%	-26.0%
CC1OC(n2cc(F)c(=O)[nH]c2=O)C(O)C1O (stereo unspecified)
    3.1%	-2.1%	1.8%	-4.3%	-30.2%[inhibitor]	.	2.9%	.
N#CCc1c(C#N)c(N)nc(Nc2ccccc2)c1C#N
    .	3.7%	-3.4%	5.3%	.	10.3%[9.22 µM]	-2.7%	6.9%[10 µM]
COc1ccc2[nH]c(C)c(CCNC(=S)Nc3cccc(C)c3C)c2c1
    2.3%	?	-19.5%	5.7%	-19.9%	7.4%	5.8%	.
O=C(Cc1csc2ccccc12)NCc1cccc(Br)c1
    .	-22.4%	-7.7%	?	18.2%	.	.	.
C=CCCCCCCCCc1nc(=S)[nH][nH]1
    1.2%	-8.7%	-12.9%	3.4%	-8.5%	-9.8%	5.6%	33.5%
Cc1ccc(N2C(=O)N(CC(=O)Nc3ccc(C)c(C)c3[N+](=O)[O-])C(=O)C2C)cc1 (stereo unspecified)
    3.0%	6.2%	2.1%	7.9%	-3.5%	-12.2%	-0.7%	-32.1%
CCCCC1(CO)C(=O)N(c2ccccc2)N(c2ccccc2)C1=O
    .	-4.1%	.	-4.3%	.	15.4%[9.22 µM]	212.6%[activator]	-11.1%[10 µM]
COc1ccc(S(=O)(=O)N2CCC(O)(c3ccc(Cl)cc3)CC2)cc1OC
    -5.0%	-7.1%	5.2%	-1.1%	.	12.3%[9.22 µM]	-1.8%	19.0%[10 µM]
Cc1nc(Cl)sc1C(=O)O
    ?	1.5%	4.2%	-1.0%	6.7%	-5.0%	-4.0%	-24.6%
O=C(NCc1cccnc1)c1ccc(COc2ccc3c(c2)CCC3)o1
    ?	-5.9%	-7.8%	11.6%	-52.3%[inhibitor]	8.91µM*	-0.5%	6.3%[10 µM]
Cc1ccc2nc(NC(=O)c3ccc(Cn4cc(Cl)cn4)o3)sc2c1
    ?	-18.1%	1.7%	-9.8%	-31.9%[inhibitor]	-3.6%	?	-8.8%[10 µM]
Nc1nc(Nc2ccccc2)nc(NCCO)c1[N+](=O)[O-]
    .	-20.3%	?	-1.1%	.	15.6%[9.22 µM]	0.4%	32.6%[10 µM]
O=c1c2c3c(sc2nc2n1CCC2)CCC3
    -3.9%	0.4%	-3.3%	-4.9%	-5.5%	7.9%	-1.5%	-9.9%[10 µM]
O=C(CSc1ncnc2sccc12)Nc1ccccc1F
    -2.4%	-13.7%	-15.4%	-14.2%	-27.7%	-2.4%	9.7%	-9.0%
